# High-throughput results: PubChem BioAssay, The Scripps Research Institute Molecular Screening Center
# CHO-K1 Ca ag – counter-screen for M1 agonists: effect in parental CHO-K1 cells; AID 602248, 2012; Fluo-8 calcium fluorescence; scaled to maximal ATP response, vehicle zero; hit rate 0.48% among 360,000; activation, % at 3 µM; in the data active = activation above about 15%;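 note: untransfected CHO-K1 host cells lacking M1 receptor as counterscreen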
# M1 PAM – human M1 muscarinic receptor positive allosteric modulators, primary screen, CHO-K1 cells, Fluo-8 calcium fluorescence, 1536-well; Muscarinic acetylcholine receptor M1 (Homo sapiens), P11229; CHO-K1 hM1, ACh EC20; 0% = ACh EC20, 100% = maximal ACh; activation, % at 3 µM; hit rate 0.088% among 360,000; in the data active = activation above about 19%, passing the limit was not always enough
# CHO parental Ca – ATP-evoked calcium signal inhibitors, parental CHO, primary screen, counter-screen for OX1R antagonist project, cell-based, fluorescence, Fluo-8 calcium dye; parental CHO-K1, ATP-induced calcium, Fluo-8 fluorescence; inhibition, % at 5.6 µM; hit rate 0.63% among 330,000;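 active = inhibition above that plate's mean sample inhibition plus 3 SD, cut at about 26% in these data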;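 note: 0% = ATP-challenged DMSO wells and 100% = DMSO wells without ATP; some compounds past the cut are filed as inactive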
#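 Assay system: untransfected parental CHO cell line. Also added: ATP agonist challenge. Dosing: one dose, 5.6 µM nominal. Measured by: Fluo-8 fluorescence. Read-out: % inhibition. Benchmarks: ATP wells versus no-ATP DMSO wells. Repeats: no replicates.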
# CHO-K1 Ca antag – counter-screen for M1 antagonists: effect in parental CHO-K1 cells | ATP-induced calcium, Fluo-8 fluorescence | inhibition, % at 3 µM | hit rate 0.6% among 360,000 | AID 602250;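 active = inhibition above a per-plate cutoff, the plate's mean sample inhibition plus 3 SD, cut at about 24% in these data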;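 note: 0% = DMSO plus EC80 ATP and 100% = DMSO alone without ATP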
# M4 antag – human M4 muscarinic receptor antagonists, primary screen, CHO cells, Fluo-8 calcium fluorescence. CHO-hM4 cells, ACh EC80. inhibition, % at 3 µM. hit rate 0.73% among 360,000;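 active = inhibition above its plate's cutoff, the mean inhibition of sample wells plus 3 SD, cut at about 27% in these data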;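 note: 0% = acetylcholine EC80 with DMSO and 100% = DMSO without agonist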
# Target sequence (P08173 whole entry, looked up): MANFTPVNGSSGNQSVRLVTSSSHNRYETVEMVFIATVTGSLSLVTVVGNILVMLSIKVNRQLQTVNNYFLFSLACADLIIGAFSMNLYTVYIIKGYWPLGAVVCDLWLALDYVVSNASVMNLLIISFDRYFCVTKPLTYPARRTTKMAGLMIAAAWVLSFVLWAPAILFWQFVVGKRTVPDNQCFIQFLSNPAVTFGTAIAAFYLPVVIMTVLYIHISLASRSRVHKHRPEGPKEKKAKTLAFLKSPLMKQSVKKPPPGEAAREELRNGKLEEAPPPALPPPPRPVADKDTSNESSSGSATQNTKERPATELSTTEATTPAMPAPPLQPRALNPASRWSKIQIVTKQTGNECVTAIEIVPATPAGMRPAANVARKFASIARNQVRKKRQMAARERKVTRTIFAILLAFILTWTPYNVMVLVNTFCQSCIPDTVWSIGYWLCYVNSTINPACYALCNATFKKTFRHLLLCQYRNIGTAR
# OXTR potentiator – human OXTR potentiators, primary screen, fluorescence, CHO-OTR cells, Fluo-8 calcium. activation, % at 3 µM. hit rate 0.061% among 320,000. Fluo-8 calcium fluorescence, potentiator mode; 0% = oxytocin EC15, 100% = EC100. Oxytocin receptor (Homo sapiens), P30559. AID 2445, 2010;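 active = activation above that plate's cutoff, the mean activation of tested compounds plus 3 SD, cut at about 6.6% in these data, passing the limit was not always enough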;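 note: 100% uses oxytocin at 75 nM as the full agonist control; some results filed as inactive read as strong as hits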
# Target sequence (P30559 whole entry, looked up): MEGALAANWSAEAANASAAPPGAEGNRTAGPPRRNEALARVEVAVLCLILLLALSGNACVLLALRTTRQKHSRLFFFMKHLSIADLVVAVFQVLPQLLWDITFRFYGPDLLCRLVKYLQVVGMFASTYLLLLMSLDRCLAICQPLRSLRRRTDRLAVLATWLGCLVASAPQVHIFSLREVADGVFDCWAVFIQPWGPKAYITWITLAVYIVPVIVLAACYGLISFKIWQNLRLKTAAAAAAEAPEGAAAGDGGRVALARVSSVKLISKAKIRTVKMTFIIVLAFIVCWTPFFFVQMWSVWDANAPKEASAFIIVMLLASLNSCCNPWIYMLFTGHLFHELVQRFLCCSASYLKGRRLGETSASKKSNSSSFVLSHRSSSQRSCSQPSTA
#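 Dosing: Single dose, 3.0 µM nominal final compound concentration | Material: Human OTR in CHO cells | Technique: Kinetic Fluo-8 calcium fluorescence | Benchmarks: EC15 oxytocin alone as 0%, 75 nM oxytocin as 100% | Probe or stimulus: Oxytocin at about EC15, sub-maximal agonist stimulus | Incubation: Compound 6 min at room temperature before oxytocin, 100 s read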
# CHRM1 antagonist – human M1 muscarinic receptor antagonists, primary screen, CHO-K1 cells, Fluo-8 calcium fluorescence, 1536-well. Muscarinic acetylcholine receptor M1 (Homo sapiens), P11229. CHO-K1 hM1, ACh EC80 antagonist. inhibition, % at 3 µM. hit rate 1.3% among 360,000. AID 588852, 2011;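 active = percent inhibition above its own plate's cutoff, namely the mean of that plate's compound wells plus 3 SD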;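 note: peak over basal fluorescence ratio during 140 s after agonist addition; 0% = ACh EC80 plus DMSO and 100% = DMSO alone without agonist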
# M1 ag – human M1 muscarinic receptor agonists, primary screen, Fluo-8 calcium fluorescence, CHO-K1 cells, HTS; AID 588814, 2011; hit rate 0.33% among 360,000; CHO-K1 hM1, agonist mode; 0% DMSO, 100% acetylcholine EC100; Muscarinic acetylcholine receptor M1 (Homo sapiens), P11229; activation, % at 3 µM;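 active = activation above the run's mean compound activation plus 3 SD, cut at about 16% in these data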;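 note: peak over basal fluorescence ratio within a 140 s kinetic read after compound addition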
# M4 ag – human M4 muscarinic receptor agonists, primary screen, CHO-K1 cells, Fluo-8 calcium fluorescence. Muscarinic acetylcholine receptor M4 (Homo sapiens), P08173. CHO-K1 hM4/Gqi5; vehicle 0%, full acetylcholine response 100%. activation, % at 3 µM. hit rate 0.14% among 360,000. AID 624127, 2012;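 active = activation above the run mean over all test wells plus 3 SD, cut at about 32% in these data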;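 note: peak over basal fluorescence ratio per well then scaled between controls; 0% = DMSO wells and 100% = acetylcholine at EC100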
# An asterisk follows results filed as active; x = not tested or not shown.
SMILES,CHO-K1 Ca ag,M1 PAM,CHO parental Ca,CHO-K1 Ca antag,M4 antag,OXTR potentiator,CHRM1 antagonist,M1 ag,M4 ag
CCCC(C(=O)NC(C)(C)CC)N(CC1CCCO1)C(=O)CNS(=O)(=O)c1ccc(F)cc1 (stereo unspecified),0.6,12,-19,-10,4,-11,-17,-3,0
COc1cc2c(cc1OC)CN(CC(=O)Nc1ccc(C)c(C)c1)CC2,0.6,6,-11,-15,18,-18,-6,-4,0
CCCc1c(C(=O)N/N=C/C=C/c2ccccc2)nnn1-c1nonc1N,0.2,13,x,-8,-1,x,-23,0,1
O=C(Nc1cccc(OCC(=O)N2CCOCC2)c1)c1ccc(C(F)(F)F)cc1,5.7,-4,-2,-10,-10,-2,-10,-2,7
CCOc1ccc(-c2cn(-c3cccc(SC)c3)c(=O)[nH]2)cc1,4.8,5,-7,-1,3,-11,-1,10,6
CCSc1nnc(-c2cccc(S(=O)(=O)N(C)C)c2)n1-c1cc(OC)ccc1OC,-0.3,5,-14,-15,-1,-1,-12,-6,1
COCCCNc1nc2nonc2nc1N(C)CC1CCCN1C (stereo unspecified),0.5,18,-3,-6,3,2,-16,-6,1
Cn1nnnc1Sc1c(Cl)cccc1[N+](=O)[O-],0.1,-2,-4,-15,-7,4,-11,-4,1
COc1cc(CN2CCCC(C)C2)cc([N+](=O)[O-])c1O (stereo unspecified),0.2,-2,-10,-3,10,-7,7,-4,1
CC1CCN(c2nc(N(C)c3ccccc3)nc(N)c2[N+](=O)[O-])CC1,0.4,3,-13,3,8,-11,-7,-5,-1
COc1ccc(CCNC(=O)CCCn2c(=O)c3cccn3c3cccnc32)c(OC)c1,0.2,9,-28,15,14,0,3,-2,1
Cc1ccc(S(=O)(=O)N2CCN(C(=O)c3cc(S(=O)(=O)N4CCOCC4)ccc3F)CC2)cc1,0.3,20,x,-11,0,x,-18,1,1
OC(COc1ccc(Cl)cc1)CSc1ccccn1 (stereo unspecified),1.5,11,1,-10,-4,-8,-16,-3,2
CCOC(=O)c1ccc(N2C(=O)C3CCCN3C2=S)cc1 (stereo unspecified),1.6,1,-12,-3,4,1,-2,-6,2
O=C1NC(=S)NC1Cc1ccc(O)cc1 (stereo unspecified),0.9,6,x,-13,-12,x,-10,-2,1
CC1(Cc2ccccc2Cl)C(=O)Nc2cc(-c3ccccc3Cl)ccc21 (stereo unspecified),0.1,11,x,5,-1,x,-6,1,0
O=C(CNCCO)NC12CC3CC(CC(C3)C1)C2,0.1,8,0,-7,-8,-4,-17,-2,1
Cc1ccc(C)c(Cn2nnc3c(=O)[nH]c(C4CCCN(C(=O)C5CCCCC5)C4)nc32)c1 (stereo unspecified),2.6,-2,-42,-9,-15,-1,-5,-7,0
O=S(=O)(/C=C/c1ccccc1)NC1CCCCCCC1,1.2,2,-29,-4,-9,-5,-5,-10,-1
CC(=O)NC1C(=O)N=C(SC(C)C(=O)Nc2cccc(Cl)c2)NC1=O (stereo unspecified),15*,7,10,6,3,-9,-1,-4,0
CCc1cccc(CC)c1NC(=S)NCCc1c(C)[nH]c2ccccc12,-0.4,16,-20,-5,-18,-5,-17,6,0
Cc1cc(C(=O)Nc2cccc([N+](=O)[O-])c2)c(C)o1,1.5,9,-3,-8,1,-3,-6,-9,-1
COc1ccc(N2C(=O)CC(N3CCN(c4nc5ccccc5s4)CC3)C2=O)cc1 (stereo unspecified),1.4,-2,-16,7,3,-4,-3,-4,5
CC1=C/C(=N\NC(=S)Nc2cccnc2)CC(C)(C)C1,0.4,-7,x,11,15,x,31,-5,2
O=C(NC1CCCC1)C1CCN(S(=O)(=O)N2CCCCC2)CC1,-0.2,1,-9,16,11,-2,5,-4,1
CC(C)(C)c1ccc(C(=O)NCC(=O)OCC(=O)NC(=O)NC2CCCC2)cc1,0.7,7,-21,0,-8,-6,-3,-3,3
COc1ccccc1/C=C/C(=O)NNC(=O)c1cccs1,1.1,11,-6,-20,2,-8,-3,-7,2
COc1ccc(OC)c(S(=O)(=O)NC(N)=NCCc2ccccc2)c1,-0.6,12,-1,6,-1,-6,-3,-4,1
CC(C)NC(=S)NCc1cccnc1,-0.1,10,-2,14,4,-2,-10,-4,1
COCCCn1cc(CN2CC(N(C)C)CS2(=O)=O)nn1 (stereo unspecified),1.2,x,x,-23,-13,x,x,x,1
O=C(c1nc2ccc(Cl)cn2c1CNCCc1cnccn1)N1CCCCCCC1,2.2,-5,-19,-13,3,-7,4,9,1
COC(=O)c1cc(OC)c(OC)cc1NCC(=O)Nc1ccc(OC)c(OC)c1,-0.1,12,-15,-12,-15,-5,-13,-6,1
O=C(CCCCCNc1nc(=S)[nH]c2ccccc12)N1CCN(c2ccccn2)CC1,8.5,-18,-19,0,19,-6,21,-1,18
O=C1c2ccccc2C(Nc2ccc(Cl)cn2)N1Cc1ccccc1 (stereo unspecified),0.3,8,-12,4,-4,-7,-19,-2,2
CCn1ccc(C(=O)NC2=C(C#N)CCC2)n1,-0.3,-10,-14,-1,-2,-1,14,-2,-1
Cn1c(NC(=O)/C=C\c2ccccc2)cc(=O)n(C)c1=O,0.6,3,2,-4,-6,-9,-2,-6,1
CCC1(CC)NC(=O)N(Cc2nc3ccccc3s2)C1=O,0.2,7,-16,2,-5,4,-6,-4,1
Cc1nn(-c2ccccc2)c(Cl)c1/C=N/Nc1ccc(Cl)c(C(=O)O)c1,0.2,11,-5,-4,3,-2,-10,-5,0
Cc1ccc(CNS(=O)(=O)c2ccc(F)c(F)c2)n1C,0.1,0,-13,4,9,1,5,-4,2
Cc1ccc(OCC(=O)Nc2cccnc2Cl)cc1C,0.4,5,-19,-6,-1,-6,-1,-3,1
Fc1ccc(CSc2ncnc3c2oc2ccccc23)cc1,-0.7,-4,-4,22,10,11,-9,-3,0
COC(=O)c1ccc(OC(=O)CCN2c3ccccc3Sc3ccccc32)cc1,1.1,-6,-12,1,-16,-16,7,-4,0
CC[C@]12c3[nH]c4cc(-c5ccco5)ccc4c3CCN1C(=O)[C@@H](CC(=O)NCCCOC)C[C@@H]2C(=O)N1CCN(C(=O)C2CC2)CC1,-0.3,5,-7,9,-8,x,-8,-3,0
O=C(CSCc1ccc(Cl)cc1)Nc1nccs1,0.5,-3,-14,-13,10,1,-1,-7,1
N/C(=N\OC(=O)c1ccccc1F)c1cccc([N+](=O)[O-])c1,0.5,3,-3,1,5,-5,-3,-2,0
C[C@@H]1CN([C@H](C)CO)C(=O)c2cc(C#CC(C)(C)O)cnc2O[C@@H]1CN(C)C(=O)C1CC1,-0.1,3,x,-1,-2,x,-9,-2,0
COc1ccc(S(=O)(=O)CCC(=O)Nc2c(C)cccc2C)cc1,2.4,8,-9,-11,-9,-10,-7,-6,0
O=C(Nc1ccc(OCC(=O)N2CCOCC2)cc1)c1cc(F)c(F)cc1Cl,1.0,6,-5,-8,-2,-24,-14,-1,2
CC(C)C(c1nnnn1C1CCCC1)N1c2ccccc2CC1C (stereo unspecified),0.1,12,6,1,8,-4,-3,-4,-2
C(=C\c1ccccc1)/CN1CCN(C(c2cccs2)c2nnnn2C2CCCC2)CC1 (stereo unspecified),-0.9,-22,x,-1,4,x,-2,-8,-1
Cc1ccc(/C(O)=C2\C(=O)C(=O)N(CCc3c[nH]c4ccccc34)C2c2cccnc2)cc1 (stereo unspecified),-0.2,6,-9,-4,2,6,-18,-2,-1
COc1ccc(C(=O)NC(=S)Nc2cccc(NC(=O)c3ccco3)c2)cc1[N+](=O)[O-],-0.2,-4,14,-7,-7,0,3,-8,0
CC(C)(C)c1ccc(C(=O)Nc2ccc(C(=O)NCc3cccnc3)cc2)cc1,7.9,-11,2,-5,-2,-11,5,-11,14
CCn1nc(C)cc1C(=O)N1CCCC(N2CCN(c3cccc(Cl)c3)CC2)C1 (stereo unspecified),1.5,4,-6,-2,8,-10,0,-3,2
Cc1cc(C)c(NC(=O)Nc2ccc3c(c2)OCO3)c(C)c1,0.9,3,-1,-3,-7,6,-14,0,2
Cc1ccc(N2CC(C(=O)OCC(=O)c3ccc[nH]3)CC2=O)cc1 (stereo unspecified),2.1,15,-12,-14,-4,-9,-16,-2,2
CSCCC1C(=O)OC2(C)CC(C)(C)NC(=S)N12 (stereo unspecified),0.1,3,1,-5,0,-11,-1,-2,0
CC(OC(=O)c1nc(Cl)ccc1Cl)C(=O)NCc1ccccc1 (stereo unspecified),2.1,8,x,12,5,x,-8,-2,1
CC(=O)c1c(OCC(=O)N(C)C2CCCCC2)ccc2c(C)cc(=O)oc12,0.0,14,-16,3,-5,1,-13,1,0
O=CNC(n1cnc2c(N3CCOCC3)ncnc21)C(Cl)(Cl)Cl (stereo unspecified),2.0,2,-7,-7,5,-4,-10,-2,2

# A second format for three compounds above.
# Second line of a record: CHO-K1 Ca ag	M1 PAM	CHO parental Ca	CHO-K1 Ca antag	M4 antag	OXTR potentiator	CHRM1 antagonist	M1 ag	M4 ag
COC(=O)c1ccc(OC(=O)CCN2c3ccccc3Sc3ccccc32)cc1
 : 1.1	-6	-12	1	-16	-16	7	-4	0
CC[C@]12c3[nH]c4cc(-c5ccco5)ccc4c3CCN1C(=O)[C@@H](CC(=O)NCCCOC)C[C@@H]2C(=O)N1CCN(C(=O)C2CC2)CC1
 : -0.3	5	-7	9	-8	x	-8	-3	0
O=C(CSCc1ccc(Cl)cc1)Nc1nccs1
 : 0.5	-3	-14	-13	10	1	-1	-7	1

# Other results.
SMILES,CHO-K1 Ca ag,M1 PAM,CHO parental Ca,CHO-K1 Ca antag,M4 antag,OXTR potentiator,CHRM1 antagonist,M1 ag,M4 ag
C[C@@]12C(=O)N(CCc3c[nH]c4ccccc34)CC(=O)N1[C@H]1c3ccccc3OC[C@@H]1[C@@H]2c1ccccc1,0.2,5,-26,-2,-3,-4,-11,-2,7
COc1ccc(-c2nc3ccccc3c(=O)n2-c2c(C)n(C)n(-c3ccccc3)c2=O)cc1,0.5,9,-11,5,-12,1,-12,0,0
CC(C)C(NC(=O)c1ccc(F)cc1)C(=O)N1CCOCC1 (stereo unspecified),-0.4,4,-10,0,2,-6,-9,-1,2
CCOC(=O)[C@H]1[C@H]2COc3ccc(OC)cc3[C@@H]2N2C(=O)c3cc(OC)ccc3NC(=O)[C@@]12C,1.5,3,-20,-2,16,5,-3,-8,0
CCOCCn1c(CN2CCN(c3ccc(F)cc3)CC2)nc2c1c(=O)n(C)c(=O)n2C,0.1,9,-12,-3,-1,4,-6,-5,0
O=C(COC(=O)Cc1ccc(Br)cc1)NC1CCCCCC1,0.2,4,14,-8,6,-6,0,-5,0
